Screening data (PubChem)
GLP1R inv ag – GLP-1 receptor (human) inverse agonism | P43220 | HEK293 GLP-1R CRE-luciferase, luminescence, 24 h; GLP-1R form is constitutively active | Potency, µM (doses to about 38.3 µM), inactives show at the highest dose activity change, negative = inhibition, actives largely listed as inhibitors | hit rate 1.6% among 410,000 | AID 624417; also: potency is read from the fitted curve at half-maximal effect; % is scaled to controls: 0 for no effect and ±100 for the full control effect; nearly all actives have a fitted effect of over 55% in size
Target sequence (P43220 whole entry, looked up): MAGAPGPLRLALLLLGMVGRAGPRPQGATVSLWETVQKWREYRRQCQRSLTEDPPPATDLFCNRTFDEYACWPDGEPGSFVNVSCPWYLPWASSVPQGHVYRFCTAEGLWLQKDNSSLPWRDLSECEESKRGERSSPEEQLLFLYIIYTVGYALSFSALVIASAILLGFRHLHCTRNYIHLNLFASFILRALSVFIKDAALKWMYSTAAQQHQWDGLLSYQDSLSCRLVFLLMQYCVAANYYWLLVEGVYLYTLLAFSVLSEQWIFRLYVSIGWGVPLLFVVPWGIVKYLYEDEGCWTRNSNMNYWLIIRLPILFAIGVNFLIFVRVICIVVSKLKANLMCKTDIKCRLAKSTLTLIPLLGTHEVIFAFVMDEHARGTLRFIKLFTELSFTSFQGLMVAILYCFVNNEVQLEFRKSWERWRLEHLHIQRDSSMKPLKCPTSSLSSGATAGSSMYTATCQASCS
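Assay principle: reduced luminescence from a cAMP-responsive reporter in HEK293 cells co-expressing a constitutively active GLP-1R. Conditions: 24 hr compound incubation, 37 deg C, 5% CO2.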
FUS suppressor – rescues growth of FUS-expressing yeast | S. cerevisiae FUS-expressing, growth rescue, OD600, 24 h | Potency, µM (titrated, usually from 76.6 µM), for inactives: at the top dose growth rescue (activation), most hits filed as activators | hit rate 0.24% among 390,000 | AID 1347120;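 also: potency is read from the fitted curve at half-maximal effect; plate controls were DMSO vehicle for no effect and reference control for full effect; nearly all actives have a fitted effect of over 55% in size; some results filed as inactive show a strong effect at the top dose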
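Quantitative HTS measuring growth restoration of FUS-toxic yeast. Galactose-induced cells (OD 0.005) were exposed 24hr at 30C to compounds at several concentrations, then absorbance at 600 nm was recorded.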
aSyn yeast inh – alpha-synuclein toxicity inhibition in yeast | Yeast expressing alpha-synuclein, growth rescue, BacTiter-Glo, 24 h | Potency, µM (highest dose often 46.1 µM), inactives show at the top dose growth rescue (activation), hits mostly activators | hit rate 0.14% among 370,000; also: potency is read from the fitted curve at half-maximal effect; % of control where 0% means no effect; nearly all actives have a fitted effect of over 65% in size
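Rescue of yeast growth: cells expressing toxic alpha-synuclein, induced in galactose at OD600 0.02, incubated with compound 24 h at 30 C. ATP luminescence quantified growth; inhibitors of toxicity appear as activators.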
PTHR1 agonist – PTHR1 (human) receptor agonism | hit rate 0.075% among 410,000 | HEK293 GP2 PTHR1 cells, GloSensor cAMP luminescence, 1 h | AID 743266 | Q03431 | Potency, µM (series often up to 115 µM), inactives show at the highest dose activation, actives largely listed as activators; also: potency is read from the fitted curve at half-maximal effect; nearly all actives have a fitted effect of over 55% in size; some results filed as inactive show a strong effect at the top dose; inactives centre near -15; many of its hits are not listed in these tables
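HEK-293-derived GP2 cells expressing PTHR1 and a GloSensor cAMP reporter, 3,000/well, plated overnight, given luciferin plus IBMX (each 0.5 mM as added) for 1 h at 37 °C, then compound for 1 h at 37 °C. Luminescence was read after 15 min at room temperature.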
Akt phos inh – blocks phosphorylation of Akt | activity change, % for hits at 50 µM | hit rate 0.32% among 360,000 | Neuro2A IGF-stimulated pAkt S473 HTRF, 20 min; hits give low values; in the data active = activity change below about -80%; inconclusive = mostly about -51% to -80%; also: % is scaled to controls: 0 for no effect and ±100 for the full control effect
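Single-point screen (50 µM final compound) in Neuro2A cells stimulated 20 min with 6 nM IGF at 37 deg C. After lysis, Ser473-phosphorylated Akt read by HTRF (ex 330 nm, em 615/665 nm) as the 665/615 ratio.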
GLP1R ag – agonists of human GLP-1 receptor; P43220; HEK293 GLP-1R CRE-luciferase, luminescence, 4-6 h; cells express a hypersensitive GLP-1R form; Potency, µM (top dose mostly 45.6 µM), for inactives: at the highest dose activation, hits mostly activators; hit rate 0.007% among 380,000; AID 624172; also: potency is read from the fitted curve at half-maximal effect; % of control where 0% means no effect
Abeta rescue – compounds reversing amyloid beta toxicity in yeast; yeast expressing A-beta42, growth rescue, OD600, 48 h; response scale: 0% DMSO, 100% iron-clioquinol control; Potency, µM (doses to about 46.1 µM), for inactives: top-dose growth rescue, usual class: activators; hit rate 0.063% among 410,000; also: potency is read from the fitted curve at half-maximal effect; nearly all actives have a fitted effect of over 55% in size
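Yeast growth medium received pinned compounds, then yeast cells expressing toxic A-beta were added; plates incubated at 30 C for 48 hr. Growth read as absorbance at 600 nm, normalized to DMSO and equimolar FeCl3 plus clioquinol controls.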
DRD3 antagonist – D3 dopamine receptor (human) antagonism. P35462. max response, negative = inhibition, %. hit rate 2.5% among 360,000. D3R cells, DiscoveRx beta-arrestin luminescence, antagonist mode; hits give low values; in the data active = max response below about -50%; inconclusive = no clear call, values can overlap the other calls; also: % is scaled to controls: 0 for no effect and ±100 for the full control effect; mostly tested at two doses, the higher about 12 µM
Target sequence (P35462 whole entry, looked up): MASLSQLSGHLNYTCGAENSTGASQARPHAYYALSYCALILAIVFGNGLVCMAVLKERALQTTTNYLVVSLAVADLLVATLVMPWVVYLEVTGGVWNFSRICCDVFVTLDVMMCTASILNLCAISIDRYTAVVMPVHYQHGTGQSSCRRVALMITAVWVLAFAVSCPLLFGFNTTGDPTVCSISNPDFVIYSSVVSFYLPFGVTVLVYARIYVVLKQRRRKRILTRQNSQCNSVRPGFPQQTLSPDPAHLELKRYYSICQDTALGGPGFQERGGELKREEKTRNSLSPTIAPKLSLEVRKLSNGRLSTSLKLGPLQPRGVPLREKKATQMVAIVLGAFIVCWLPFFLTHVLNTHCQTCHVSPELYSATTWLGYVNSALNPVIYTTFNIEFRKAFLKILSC
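Cells expressing the human receptor were seeded at 1500 cells/well, incubated overnight at 37 degrees C in 5% CO2, then exposed to library compounds with dopamine controls for 90 minutes at 37 degrees C before luminescent detection.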
TDP-43 yeast inh – inhibitors of TDP-43 toxicity in yeast | TDP-43 expressing yeast growth rescue, BacTiter-Glo, 24 h | Potency, µM (titrated, usually from 46.1 µM), without a hit: top-dose growth rescue (activation), most hits filed as activators | hit rate 1.8% among 410,000 | AID 652104; also: potency is read from the fitted curve at half-maximal effect; % of control where 0% means no effect; nearly all actives have a fitted effect of over 50% in size
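Luminescence from BacTiter-Glo reports growth of TDP-43-expressing yeast after 24 hr at 30 deg C with compound. Cells were raffinose-pregrown to mid-log, then seeded in galactose medium at OD600=0.02.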
Numbers without * were called inactive; i = inactive; ? = inconclusive; / = no result given; [ ] = another dose, or the depositor's remark. Unless noted, calls follow the shape of the dose curve; as a rule, active = well fitted curve in the direction sought with a large enough effect; inconclusive = small, poorly fitted or top-dose-only effect, or another doubt; inactive = no such curve, though single readings can be large; an effect the other way counts as inactive or inconclusive. Some of the compounds tested; count on the stated rates, not on these rows.

SMILES | GLP1R inv ag | FUS suppressor | aSyn yeast inh | PTHR1 agonist | Akt phos inh | GLP1R ag | Abeta rescue | DRD3 antagonist | TDP-43 yeast inh
Cc1ccc(S(=O)(=O)N2CCC(c3nc4c(nnn4Cc4ccccc4)c(=O)[nH]3)CC2)cc1 | -5% | ? | 0% | -25% | i | 22% | -2% | 11 | -4%
O=C(NCC(=O)N1CCOCC1)c1ccc(Cl)cc1 | -9% | -25% | -6% | i | i | 5% | 3% | 3 | 9%
O=C(CN1CC[n+]2c(-c3cccs3)csc21)c1ccc(Br)cc1 | 4% | 7% | -9% | -20% | i | -1% | -7% | 9 | -11%
COCCNC(=O)C1(C)CCCN(Cc2cc(-c3ccccc3)n(C)n2)C1 (stereo not given) | 9% | -11% | 3% | i | i | -1% | -16% | ? | ?
CS(=O)(=O)c1cccc(C(=O)Oc2ccccc2)c1 | 13% | -8% | -2% | i | i | 3% | -3% | -13 | 14%
COC(=O)c1c(C)cc(O)cc1O | 14% | -25% | -15% | -24% | i | 12% | -11% | 10 | 21%
COC(=O)c1ccccc1NC(=O)CN(C)Cc1ccccc1 | ? | 1% | 0% | i | i | 27% | 4% | 14 | -4%
O=C(CSc1cc(Cl)ccc1Cl)Nc1ccc(N2CCOCC2)cc1 | ? | 14% | 0% | -23% | i | -1% | 16% | -2 | 16µM*
O=C(CSc1nnc(-c2ccccc2F)n1C1CC1)Nc1cccnc1Cl | 25% | / | 0% | i | i | 5% | -2% | -4 | -14%
CCOC(=O)N1CCN(C(=O)c2ccc(CS(=O)c3ccccc3)o2)CC1 (stereo not given) | 7% | 14% | -6% | i | i | -2% | 3% | -11 | -2%
CN(C)c1nc2n(c(=O)n1)C(C#N)CS2 (stereo not given) | 2% | 15% | 2% | i | i | -5% | 14% | -8 | -7%
Cc1cc2c(cc1C)CSC(c1ccc(O)cc1)SC2 | 7% | 25% | 4% | 0%[57.5 µM] | i | -16% | 16% | -3 | 13%
Cc1cc(Nc2ccc([N+](=O)[O-])cc2)nc2ccccc12 | 9% | -6% | -6% | -1% | i | 3% | ? | 11 | 9%
CC(=O)N1CCCc2cc(S(=O)(=O)N(CC(C)C)CC(C)C)ccc21 | ? | 31% | 4% | -3%[57.5 µM] | i | 3% | 1% | 5 | 8%
Cc1cc(OCC(=O)NNC(=O)c2cccs2)ccc1Br | -8% | -2% | 9% | i | i | 11% | 11% | -9 | 7%
O/N=C/c1ccc2ccccc2c1 | 7% | -3% | 4% | i | i | 6% | -13% | 8 | -9%
Cc1ccn2c(=O)nc(SCC(=O)N3CCCCCC3)nc2c1 | 8% | 22% | 4% | -3% | i | -3% | -8% | 1 | -9%
COc1ccc(/C=C/C(=O)NCC(c2ccc(F)cc2)N2CCOCC2)cc1OC (stereo not given) | -7% | 13% | -3% | 12% | i | 2% | -23% | -11 | -20%
Cn1c(=O)c2c(nc(-n3ccnc3)n2Cc2ccc(Cl)cc2Cl)n(C)c1=O | 2% | -1% | 7% | -4%[57.5 µM] | i | 3% | 8% | 11 | 0%
Clc1ccc(Nc2ccc3ccccc3n2)cc1 | ? | 22% | -16% | i | i | -3% | -6% | -23 | 0%
O=C(CCn1c(=S)[nH]c2ccccc2c1=O)Nc1cccc(Cl)c1 | -17% | -11% | 1% | i | i | 5% | -10% | -12 | 3%
NC1=NC(=O)/C(=C/c2cccc(-c3ccc(S(N)(=O)=O)cc3)c2)S1 | 2% | 15% | -22% | i | i | 4% | -5% | 23 | 23%
CCCNC(=O)c1nn2cc(Br)cnc2c1Br | 6% | -22% | -3% | -22% | i | -5% | -10% | 13 | 21%
C=CCc1ccccc1OCc1nc2ccc(C)cc2[nH]1 | ? | -20% | / | -5% | / | / | 21% | / | ?
Cc1ccccc1C(=O)N1CCC(C(=O)Nc2ccccc2Cl)CC1 | 11% | / | 8% | i | i | -8% | 9% | 7 | 0%
CCOC(=O)C1CCCN(CCC(=O)Nc2cc(OC)ccc2OC)C1 (stereo not given) | 16% | 18% | -3% | i | i | 1% | -1% | -18 | -3%
CC(=O)Nc1cccc(NC(=O)Nc2ccc(F)cc2F)c1 | 10% | 2% | -4% | i | i | 6% | -13% | 1 | -17%
CN(Cc1ccc(OCC(O)CN2CCCCC2)cc1)Cc1ccnc2ccccc12 (stereo not given) | ? | 10% | 0% | -29% | i | 8% | 8% | ? | 6%
OC1CCN(c2ncnc3c2nnn3Cc2c(F)cccc2Cl)CC1 | 37%[activator] | 3% | 7% | i | i | 1% | 0% | 18 | 14%
CC(C)Cc1ccc(C(=O)NCc2ccc3c(c2)OCO3)o1 | -26% | -8% | -3% | -53%[inhibitor] | i | 8% | -31%[inhibitor] | 10 | 14µM*
CCc1ccc2oc(-c3cc(NC(=O)c4cccnc4)cc(C)c3O)nc2c1 | 4% | -15% | -1% | i | / | 14% | -21% | / | 22%
CN1C(=O)c2ccc(C(=O)NCc3ccco3)cc2C1=O | -2% | -7% | -2% | i | i | 1% | 18% | -12 | 16%
Cc1ccc(N2N=C(c3ccc(Br)cc3)CCC2=O)cc1 | 11% | 29% | 19% | i | i | 19% | 12% | -11 | 16%
O=C(COc1ccccc1)N(Cc1cccnc1)c1nc2c(F)cccc2s1 | 12% | 42% | / | -3% | / | / | -24% | / | 18µM*
Cc1[nH]ncc1N=Cc1ccc([N+](=O)[O-])cc1 | 8% | -11% | 5% | i | i | 8% | -6% | -1 | 25%
Cn1ncc(Cl)c1C(=O)N1CCN(S(=O)(=O)c2cccs2)CC1 | 8% | 22% | 11% | i | i | -16% | -1% | -8 | 0%
O=C(NCc1ccccc1CN1CCCC1)c1ccc(S(=O)(=O)Nc2ccccc2F)cc1 | -11% | -29% | 4% | -10% | i | 10% | -1% | -6 | 1%
CCC(=O)Nc1ccc(C(=O)COC(=O)Cc2ccsc2)cc1 | 0% | -5% | 1% | -15% | i | 5% | 3% | 0 | 10%
CCc1ccc(NC(=O)CS(=O)CC(=O)NCCCc2ccccc2)cc1 (stereo not given) | 0% | -2% | 0% | -6%[57.5 µM] | i | 1% | 5% | 12 | -14%
Cc1cc(SC(C)C(=O)Nc2ncc(Cl)cc2Cl)nc2ccccc12 (stereo not given) | 2% | / | 3% | -21% | i | 10% | 24% | -22 | 10%
COCCNC(=O)COc1cc(=O)n(C)c2ccccc12 | -14% | 20% | -5% | -13%[57.5 µM] | i | -7% | -9% | 22 | 2%
Cn1c(SCC(=O)N2CCCc3ccccc32)ncc(C(=O)Nc2ccc(F)cc2)c1=O | 6% | -5% | / | 0% | / | / | 5% | / | 23%
CC(=O)c1cccc(NC(=O)NN2CCN(C)CC2)c1 | 4% | 13% | 2% | i | i | -5% | 9% | 5 | 4%
COCCSc1nc2c(c(=O)[nH]c(=O)n2C)n1Cc1cccc(C)c1 | 112%[activator] | 16% | -2% | -7% | i | 20% | -14% | 4 | 13%
Cc1cccn2c(=O)nc(SCC(=O)N3CCC(Cc4ccccc4)CC3)nc12 | 1% | 11% | 16% | -22% | i | 0% | 5% | -59* | ?
Cn1cc(-c2ccc(C(=O)NCc3cccc(Cl)c3)c3occc23)cn1 | 28% | -7% | 1% | -7% | i | 18% | -19% | 6 | 5%

Among those listed so far, these have a Cl atom:
SMILES | GLP1R inv ag | FUS suppressor | aSyn yeast inh | PTHR1 agonist | Akt phos inh | GLP1R ag | Abeta rescue | DRD3 antagonist | TDP-43 yeast inh
O=C(NCC(=O)N1CCOCC1)c1ccc(Cl)cc1 | -9% | -25% | -6% | i | i | 5% | 3% | 3 | 9%
O=C(CSc1cc(Cl)ccc1Cl)Nc1ccc(N2CCOCC2)cc1 | ? | 14% | 0% | -23% | i | -1% | 16% | -2 | 16µM*
O=C(CSc1nnc(-c2ccccc2F)n1C1CC1)Nc1cccnc1Cl | 25% | / | 0% | i | i | 5% | -2% | -4 | -14%
Cn1c(=O)c2c(nc(-n3ccnc3)n2Cc2ccc(Cl)cc2Cl)n(C)c1=O | 2% | -1% | 7% | -4%[57.5 µM] | i | 3% | 8% | 11 | 0%
Clc1ccc(Nc2ccc3ccccc3n2)cc1 | ? | 22% | -16% | i | i | -3% | -6% | -23 | 0%
O=C(CCn1c(=S)[nH]c2ccccc2c1=O)Nc1cccc(Cl)c1 | -17% | -11% | 1% | i | i | 5% | -10% | -12 | 3%
Cc1ccccc1C(=O)N1CCC(C(=O)Nc2ccccc2Cl)CC1 | 11% | / | 8% | i | i | -8% | 9% | 7 | 0%
OC1CCN(c2ncnc3c2nnn3Cc2c(F)cccc2Cl)CC1 | 37%[activator] | 3% | 7% | i | i | 1% | 0% | 18 | 14%
Cn1ncc(Cl)c1C(=O)N1CCN(S(=O)(=O)c2cccs2)CC1 | 8% | 22% | 11% | i | i | -16% | -1% | -8 | 0%
Cc1cc(SC(C)C(=O)Nc2ncc(Cl)cc2Cl)nc2ccccc12 (stereo not given) | 2% | / | 3% | -21% | i | 10% | 24% | -22 | 10%
Cn1cc(-c2ccc(C(=O)NCc3cccc(Cl)c3)c3occc23)cn1 | 28% | -7% | 1% | -7% | i | 18% | -19% | 6 | 5%
